Pin1 inhibitor – qHTS Assay to Find Inhibitors of Pin1 | Peptidyl-prolyl cis-trans isomerase NIMA-interacting 1 (Homo sapiens), Q13526 | Pin1 FP peptide displacement, HiFluor488, 10 min | Potency, µM (series often up to 115 µM), for inactives: at the highest dose activity, negative = inhibition, hits mostly inhibitors | 390,000 compounds, 0.009% hits; active = well fitted inhibition curve with a large enough effect in the polarisation, with a control signal flat, not every such curve was filed as active; inconclusive = small, poorly fitted or top-dose-only effect, or effect the other way, or a change in a side signal; inactive = no such curve, though single readings can be large or run the other way; the % refers to the polarisation; note: % is set by controls: 0 for no effect and ±100 for the full control effect
Target sequence (Q13526 whole entry, looked up): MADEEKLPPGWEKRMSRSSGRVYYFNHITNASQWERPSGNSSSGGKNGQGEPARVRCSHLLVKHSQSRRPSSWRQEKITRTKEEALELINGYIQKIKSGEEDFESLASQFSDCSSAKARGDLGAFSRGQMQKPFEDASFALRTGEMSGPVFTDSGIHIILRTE
GLS inh – qHTS for Inhibitors of Glutaminase (GLS); Glutaminase kidney isoform, mitochondrial (Homo sapiens), O94925; GLS enzymatic activity, qHTS titration; Potency, µM (top dose mostly 45.5 µM), without a hit: top-dose activity change, negative = inhibition, actives largely listed as inhibitors; 410,000 compounds, 0.21% hits; AID 624170, 2012; note: % is set by controls: 0 for no effect and ±100 for the full control effect
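Coupled fluorescence readout: glutamate oxidase/HRP/Amplex Red detect glutamate formed by hKGA from L-glutamine (1 mM solution added). Buffer 45 mM KH2PO4 pH 8.2, 0.02% Tween-20; reads at t0 and 30 min RT.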
BAZ2B inh – qHTS Assay for Inhibitors of BAZ2B; Bromodomain adjacent to zinc finger domain protein 2B (Homo sapiens), Q9UIF8; AlphaScreen BAZ2B-H3K14Ac peptide displacement; Potency, µM (titrated, usually from 114 µM), for inactives: at the highest dose activity change, negative = inhibition, hits mostly inhibitors; 360,000 compounds, 4.4% hits; AID 504333, 2011; note: % is set by controls: 0 for no effect and ±100 for the full control effect; nearly all actives have a fitted effect of over 60% in size
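Inhibition is scored as reduced AlphaScreen emission. The BAZ2B/b-H3(5-23)K14Ac complex (50 nM each) in PBS pH 7.4, 0.01% Tween-20 meets compound (up to 110 uM) for 30 min at RT before bead addition.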
Pol iota inh – qHTS for Inhibitors of Polymerase Iota; Pol iota fluorescent replication assay, 10 min; Potency, µM (titrated, usually from 115 µM), for inactives: at the top dose activity, negative = inhibition, hits mostly inhibitors; DNA polymerase iota (Homo sapiens), Q9UNA4; AID 588590, 2011; 390,000 compounds, 1% hits
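Pol iota at 10 nM preincubated 15 min with compounds at room temperature; reaction started with fluorescent substrate, 50 nM final. Fluorescence read kinetically at 0 and 10 min; buffer-only wells as negative control.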
PGK inhibitor – qHTS Assay to Find Inhibitors of Phosphoglycerate Kinase. AID 602233, 2012. PGK/GAPDH coupled, Kinase-Glo luminescence, 60 min. 380,000 compounds, 0.043% hits. Potency, µM (highest dose often 57.5 µM), for the others: at the top dose activity change, negative = inhibition, actives largely listed as inhibitors. Phosphoglycerate kinase, glycosomal (Trypanosoma brucei brucei), P07378; note: % is set by controls: 0 for no effect and ±100 for the full control effect; nearly all actives have a fitted effect of over 60% in size
Target sequence (P07378 whole entry, looked up): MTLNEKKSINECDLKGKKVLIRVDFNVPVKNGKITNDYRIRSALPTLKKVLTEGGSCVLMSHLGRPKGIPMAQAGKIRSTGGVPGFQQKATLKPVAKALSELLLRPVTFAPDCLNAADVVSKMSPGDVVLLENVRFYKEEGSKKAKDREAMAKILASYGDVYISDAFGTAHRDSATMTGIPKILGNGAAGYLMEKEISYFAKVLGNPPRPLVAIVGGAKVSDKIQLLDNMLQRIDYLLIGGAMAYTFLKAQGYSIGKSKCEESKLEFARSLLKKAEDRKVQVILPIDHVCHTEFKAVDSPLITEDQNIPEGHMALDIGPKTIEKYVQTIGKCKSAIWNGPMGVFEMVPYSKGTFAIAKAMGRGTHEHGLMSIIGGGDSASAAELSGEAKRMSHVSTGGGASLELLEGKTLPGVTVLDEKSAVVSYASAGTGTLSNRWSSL
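Luminescent ATP detection (Kinase-Glo Plus) follows a 60-minute room-temperature incubation, with wells lacking PGK as controls. Buffer: 100 mM TEA (pH 7.6), 5 mM MgCl2, 0.01% Tween-20. Coupling enzyme GAPDH (100 nM final) supplies unstable 1,3-BPG in-well.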
JMJD2A Tudor – qHTS Assay for Inhibitors of JMJD2A-Tudor Domain | 390,000 compounds, 4.4% hits | AlphaScreen JMJD2A-Tudor / H3K4me3 peptide binding | Lysine-specific demethylase 4A (Homo sapiens), O75164 | Potency, µM (highest dose often 114 µM), for the others: at the highest dose activity change, negative = inhibition, actives largely listed as inhibitors; note: % is set by controls: 0 for no effect and ±100 for the full control effect; nearly all actives have a fitted effect of over 50% in size
HP1b chromo inh – HTS for Inhibitors of HP1-beta Chromodomain Interactions with Methylated Histone Tails. AlphaScreen HP1-beta / biotin-H3K9me3 peptide binding. Potency, µM (highest dose often 114 µM), for the others: at the highest dose activity change, negative = inhibition, hits mostly inhibitors. 390,000 compounds, 0.56% hits. AID 540317, 2011; note: nearly all actives have a fitted effect of over 70% in size; inactives centre near 23
Target sequence (P83916 whole entry, looked up): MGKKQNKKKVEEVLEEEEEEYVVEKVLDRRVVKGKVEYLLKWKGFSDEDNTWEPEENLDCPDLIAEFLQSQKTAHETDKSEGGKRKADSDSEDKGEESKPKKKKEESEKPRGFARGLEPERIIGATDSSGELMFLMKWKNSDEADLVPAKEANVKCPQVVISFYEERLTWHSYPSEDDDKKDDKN
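Compound inhibition of the preformed complex between 50 nM HP1-beta and 50 nM biotinylated H3K9me3 peptide was read by AlphaScreen. Buffer was PBS pH 7.4 with 0.01% Tween-20. Incubations ran 30 min at room temperature, with 10 ug/mL donor/acceptor beads.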
G9a inh – qHTS Assay for Inhibitors of Histone Lysine Methyltransferase G9a; Histone-lysine N-methyltransferase EHMT2 (Homo sapiens), Q96KQ7; G9a H3K9 monomethylation, AlphaScreen, 2 h; Potency, µM (highest dose often 102 µM), without a hit: top-dose activity, negative = inhibition, hits mostly inhibitors; 350,000 compounds, 8.8% hits; AID 504332, 2011; note: % is set by controls: 0 for no effect and ±100 for the full control effect; nearly all actives have a fitted effect of over 75% in size
Target sequence (Q96KQ7 913-1193 limits assumed): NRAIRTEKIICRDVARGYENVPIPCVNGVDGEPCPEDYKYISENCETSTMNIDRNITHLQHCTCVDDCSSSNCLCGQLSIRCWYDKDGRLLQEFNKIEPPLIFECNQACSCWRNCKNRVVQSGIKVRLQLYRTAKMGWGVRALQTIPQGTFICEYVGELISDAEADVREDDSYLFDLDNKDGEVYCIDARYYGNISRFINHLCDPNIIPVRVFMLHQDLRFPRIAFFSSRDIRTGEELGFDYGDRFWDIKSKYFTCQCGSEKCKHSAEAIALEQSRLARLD
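Compounds were preincubated with 20 nM G9a for 15 min, after which biotinylated H3K9 peptide (500 nM) and SAM (20 uM) started a 2 h room-temperature reaction. Monomethylated product was quantified by antibody-based AlphaScreen chemiluminescence.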
BLM inh – qHTS Assay for Inhibitors of Bloom's syndrome helicase (BLM) | Potency, µM (highest dose often 56.1 µM), inactives show at the top dose activity change, negative = inhibition, actives largely listed as inhibitors | 350,000 compounds, 0.2% hits | recombinant BLM DNA unwinding, fluorescence dequenching | AID 2528, 2010 | RecQ-like DNA helicase BLM (Homo sapiens), P54132;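 note: plate controls were vehicle for no effect and no enzyme for full effect; nearly all actives have a fitted effect of over 35% in size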
* hit, by the source's call; i = inactive; ? = inconclusive; · = not tested or not shown; & = joins results of further samples; [ ] = dose if it differs, or a comment. Unless noted, calls come from the whole dose curve; as a rule, active = well fitted curve in the direction sought with a large enough effect; inconclusive = small, poorly fitted or top-dose-only effect, or another doubt; inactive = no such curve, though single readings can be large; an effect the other way counts as inactive or inconclusive. Potency is the fitted concentration of half-maximal effect. Only part of the results is shown; rates above refer to the full screens.

SMILES	Pin1 inhibitor	GLS inh	BAZ2B inh	Pol iota inh	PGK inhibitor	JMJD2A Tudor	HP1b chromo inh	G9a inh	BLM inh
Cc1nc(SCc2ccc(Cl)c(Cl)c2)ncc1C(=O)O	3%	0%	-4%	28%	-4%	-8%[11.4 µM]	33%	3%	1%
CCOc1ccc(C(=O)Nc2ccc(S(=O)(=O)N(Cc3ccccc3)c3ccccc3)cc2)cc1	11%	-5%	-2%	4%	-5%	-25%	18%	5%[59 µM]	-9%
C=CC(=O)NC(NC(=O)C=C)c1ccc(Br)cc1	1%	-4%	-17%	23%	-5%	-7%	13%	-2%	-2%
CCCN(C1CCS(=O)(=O)C1)S(=O)(=O)c1ccc2ccccc2c1 (stereo unspecified)	-4%	-2%	13%	63%[activator]	4%	2%	62%[activator]	6%[2.33 µM]	·
Cc1ccccc1NC(=O)Cn1nnc(-c2ccc(CN3CCC(C)CC3)cc2)n1	6%	3%	2%	1%	3%	-5%	34%	4%[12.7 µM]	-3%
COc1cc(OCc2ccccc2)c(OC)c(OCc2ccccc2)c1	6%	-8%	·	22%	0%	75%[activator]	118%[activator]	·	·
CS(=O)(=O)O/N=C1\CCCCC1c1ccc([N+](=O)[O-])cc1[N+](=O)[O-] (stereo unspecified)	-4%	-15%	-19%	-4%	-3%	-7%	22%	40µM*	-3%
CC1(C)CC(=O)c2sc(NC(=O)C3COc4ccccc4O3)nc2C1 (stereo unspecified)	-2%	-6%	9%	-12%	-1%	-10%	36%	?	2%
O=C(OC1CCOC1=O)c1ccc2ncsc2c1 (stereo unspecified)	1%	-1%	3%	1%	-4%	-3%	35%	28µM*	4%
COc1ccccc1/C=C/C1=NC(=C\C=C/c2ccccc2)/C(=O)O1	?	-2%	?	?	-5%	56µM*	?	?	-29%
COc1ccc(N(C)C(=O)c2sc(Cl)nc2C)cc1	1%	-3%	-12%	-6%	-9%	2%	45%[activator]	41%	-4%
COc1ccc(-c2cc3nc(-c4ccc(Br)cc4)cc(C(F)(F)F)n3n2)cc1	0%	-1%	0%	40%[activator]	-4%	-7%	25%	-33%[59 µM]	-2%

Full records, looked up by structure. Order of screens: Pin1 inhibitor | GLS inh | BAZ2B inh | Pol iota inh | PGK inhibitor | JMJD2A Tudor | HP1b chromo inh | G9a inh | BLM inh
`O=C(OC1CCOC1=O)c1ccc2ncsc2c1` (stereo unspecified) is listed as 1% | -1% | 3% | 1% | -4% | -3% | 35% | 28µM* | 4%
`COc1ccc(-c2cc3nc(-c4ccc(Br)cc4)cc(C(F)(F)F)n3n2)cc1` is listed as 0% | -1% | 0% | 40%[activator] | -4% | -7% | 25% | -33%[59 µM] | -2%

7 records drawn at random from the list so far, as already listed:
SMILES	Pin1 inhibitor	GLS inh	BAZ2B inh	Pol iota inh	PGK inhibitor	JMJD2A Tudor	HP1b chromo inh	G9a inh	BLM inh
CC1(C)CC(=O)c2sc(NC(=O)C3COc4ccccc4O3)nc2C1 (stereo unspecified)	-2%	-6%	9%	-12%	-1%	-10%	36%	?	2%
Cc1ccccc1NC(=O)Cn1nnc(-c2ccc(CN3CCC(C)CC3)cc2)n1	6%	3%	2%	1%	3%	-5%	34%	4%[12.7 µM]	-3%
CS(=O)(=O)O/N=C1\CCCCC1c1ccc([N+](=O)[O-])cc1[N+](=O)[O-] (stereo unspecified)	-4%	-15%	-19%	-4%	-3%	-7%	22%	40µM*	-3%
COc1ccc(N(C)C(=O)c2sc(Cl)nc2C)cc1	1%	-3%	-12%	-6%	-9%	2%	45%[activator]	41%	-4%
CCCN(C1CCS(=O)(=O)C1)S(=O)(=O)c1ccc2ccccc2c1 (stereo unspecified)	-4%	-2%	13%	63%[activator]	4%	2%	62%[activator]	6%[2.33 µM]	·
Cc1nc(SCc2ccc(Cl)c(Cl)c2)ncc1C(=O)O	3%	0%	-4%	28%	-4%	-8%[11.4 µM]	33%	3%	1%
C=CC(=O)NC(NC(=O)C=C)c1ccc(Br)cc1	1%	-4%	-17%	23%	-5%	-7%	13%	-2%	-2%

(continued)
SMILES	Pin1 inhibitor	GLS inh	BAZ2B inh	Pol iota inh	PGK inhibitor	JMJD2A Tudor	HP1b chromo inh	G9a inh	BLM inh
Cc1ccc(CN2CCNC(=O)C2CC(=O)NCc2cc(C)n(C)n2)cc1 (stereo unspecified)	?	-10%	-20%	17%	i	-10%	43%[activator]	79µM*	-2%
CCOC(=O)CC(=O)CSc1nc2c(sc(=S)n2-c2ccc(C)c(C)c2)c(=O)[nH]1	-13%	3%	-19%	13%	-6%	-25%	-18%	?	-2%
CCOC(=O)N1CCC(=NNC(=O)c2ccc(O)cc2)CC1	-7%	-7%	-4%	143%[activator]	7%	-24%	51%[activator]	7%	3%
O=C(Nc1nnc(-c2cccs2)o1)c1ccc(S(=O)(=O)N2CCOCC2)cc1	0%	0%	?	51%[activator]	-13%	-34%	25%	6%	-3%
COc1ccc(C2OC(=O)CC2C(=O)NC2CCCC(C)C2C)cc1OC (stereo unspecified)	2%	-2%	1%	8%	-7%	-20%	17%	21%[59 µM]	-3%
Cc1cc(C)n(CC(C)(O)c2ccccc2)n1 (stereo unspecified)	0%	-1%	-7%	4%	-3%	-5%	39%	19%[12.7 µM]	·
NC(=O)c1c(/N=C/c2cccnc2)sc2c1CCCC2	4%	-28%	-17%	?	-7%	8%	17%	-1%[59 µM]	-5%
CCN(CC)c1ccc(O)c(C=Nc2ccc(C)c(C)c2)c1	5%	12%	-28%	16%	2%	8%	31%	-48%	-1%
O=C(NCCc1ccccc1Cl)C1CCC(=O)N(C2CCCCCC2)C1 (stereo unspecified)	-14%	4%	-7%	-11%	3%	-11%	33%	16%[59 µM]	-12%
NC(=O)c1ccc(NC(=O)C2COc3ccccc3O2)cc1 (stereo unspecified)	-3%	-2%	6%	19%	7%	-1%	30%	19%	-11%
O=C(Nc1ccc2c(c1)N(S(=O)(=O)c1cccs1)CCC2)c1c(F)cccc1Cl	10%	2%	2%	5%	-7%	-23%	5%	-6%	·
O=C(CN1C(=O)c2ccccc2S1(=O)=O)NC(Nc1ccccc1F)C(Cl)(Cl)Cl (stereo unspecified)	?	0%	15%	-26%	8%	-23%	-14%	-29%	-11%
CCc1ccccc1N(C(=O)c1ccco1)C(C(=O)NC1CCCC1)c1cccnc1 (stereo unspecified)	-2%	9%	-21%	?	-4%	-17%	-20%	15%	-2%
NC(=O)CC(NC(=O)Cc1cccc2ccccc12)c1ccc(N2CCCCCC2)c([N+](=O)[O-])c1 (stereo unspecified)	1%	-1%	?	-20%	i	-33%	20%	?	-1%
O=C(O)C1C2CCC(O2)C1C(=O)Nc1ccc(Cl)cc1F (stereo unspecified)	12%	-4%	-34%	22%	0%	-1%	23%	?	-1%
O=C(CCn1ccc([N+](=O)[O-])n1)Nc1nccs1	-7%	-1%	-7%	77%[activator]	-1%	4%[11.4 µM]	47%[activator]	·	0%
O=C(/C=C/Nc1ccccc1)c1ccc(Oc2ncccn2)cc1	?	6%	-5%	10%	-5%	-2%	19%	88%[activator][59 µM]	-12%
C[C@@H](NS(=O)(=O)c1cc(Cl)ccc1F)[C@H](O)c1ccccc1	1%	3%	·	-5%	-1%	-16%	33%[activator]	·	·
COc1cc(OC)c(NS(=O)(=O)c2c(C)[nH]c(=O)[nH]c2=O)cc1Cl	1%	32%[activator]	3%	24%	i	-13%	23%	18%	1%
CCCCN(C(=O)c1ccc2c(c1)NC(=O)CS2)c1ccccc1	-23%	-7%	14%	17%	i	-6%	27%	15%[59 µM]	·
COc1ccc(-c2cc(C(=O)N(C)CCc3ccc(OC)c(OC)c3)c3ccccc3n2)cc1	-3%	4%	-10%	6%	6%	-13%	20%	·	-10%
COc1ccc(S(=O)(=O)N2CCN(C(=O)c3cc(-c4ccc(Br)cc4)n[nH]3)CC2)cc1OC	19%&19%	0%&-10%	-22%&-12%	48%&-4%[activator]	10%&10%	-16%&-30%	54%&13%[activator]	-11%&-10%[59 µM]	-12%&-10%
CCCC(=O)NC(=S)Nc1ccc(C(C)=O)cc1	2%	-1%	3%	-7%	i	-3%	42%	?	-1%
C=CC[C@H](CC(=O)N(CCO)Cc1ccccc1)C(=O)N[C@H](COC(=O)[C@H](CC=C)CC(=O)OC(C)(C)C)Cc1ccccc1	?	-7%	·	44%[activator]	i	-12%	21%	·	·
O=C(c1cccc(Cl)c1)N1CCC(c2nc3c(nnn3Cc3ccc(F)cc3F)c(=O)[nH]2)CC1	-10%	-10%	-11%	8%	-2%	-9%	23%	-1%[59 µM]	-2%
CCOC(=O)n1c(=O)oc2cc(S(=O)(=O)N3CCCCC3)ccc21	7%	5%	2%	-2%	-10%	-17%	38%	?	3%
N#C/C(=C1/CCCN1)c1ccccn1	2%	6%	4%	37%	13%	-15%	26%	-4%[59 µM]	-4%
CC1(C)CC(=O)C(C2C3=C(CC(C)(C)CC3=O)Oc3ccccc32)=C(O)C1 (stereo unspecified)	3%	16%	16%	19%	2%	-7%	52%[activator]	71µM*	-3%
O=C(NCc1cccc(Cl)c1)c1cccc(S(=O)(=O)N2CCCC2)c1	3%	1%	-2%	6%	-4%	-12%	10%	10%[12.7 µM]	·
CC(=O)c1ccc(NC(=O)C2C3C=CC(C3=C(c3ccccc3)c3ccccc3)C2C(=O)O)cc1 (stereo unspecified)	·	2%	?	-16%	2%	-33%	7%	?	-8%
